Screens from PubChem.
HTR5A ag – HTR5A agonism, opioid heterodimer counter-screen | 0.61% of 340,000 active | P47898 | HTR5A agonist assay, luminescence, cell-based | activation, % at 9.3 µM | AID 504692; in the data active = activation mostly above about 9.5%, no sharp cut-off; inactive = mostly below about 7.6%;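 also: 0% = cells with vehicle only and 100% = reference agonist; strong numbers were not always called active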
Target sequence (P47898 whole entry, looked up): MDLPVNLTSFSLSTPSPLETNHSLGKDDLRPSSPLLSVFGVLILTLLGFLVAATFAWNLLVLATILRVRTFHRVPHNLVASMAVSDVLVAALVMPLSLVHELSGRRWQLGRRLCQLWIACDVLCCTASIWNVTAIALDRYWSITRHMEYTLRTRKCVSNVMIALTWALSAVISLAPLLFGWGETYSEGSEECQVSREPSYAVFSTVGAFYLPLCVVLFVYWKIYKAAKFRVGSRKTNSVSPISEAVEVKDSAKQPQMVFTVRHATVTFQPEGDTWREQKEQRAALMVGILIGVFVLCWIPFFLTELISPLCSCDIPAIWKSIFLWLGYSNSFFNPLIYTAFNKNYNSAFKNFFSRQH
CAL-PDZ inh HTS – inhibitors of human CAL PDZ peptide binding | Q9HD26 | purified CAL PDZ, TMR-peptide fluorescence polarization, 1 h | inhibition, % at 24.9 µM | 0.92% of 300,000 active;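 active = mean inhibition of at least 30% with at least half of replicates also reaching 30%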;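 also: 0% = DMSO neutral control and 100% = excess unlabeled competitor peptide PRC23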
cardiac RTF act – cardiac RTF calcium sensitization. P19429+P45379. IANBD-labeled TnC RTF fluorescence at EC20 calcium; 0% EC20 calcium, 100% full calcium. activation, % at 7.2 µM. 0.24% of 340,000 active. AID 493008;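 active = activation above the mean over all tested compounds plus 3 SD, cut at about 30% in these data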;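 also: rise in fluorescence read as greater calcium sensitivity of cardiac thin filaments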
V-ATPase pHluor – regulators of yeast V-ATPase proton transport; S. cerevisiae, pHLuorin cytosolic pH fluorescence; 0.37% of 350,000 active; response, % at 10 µM; in the data active = response mostly above about 7.3%, no sharp cut-off; inactive = mostly below about 5.4%; also: actives read high; inactives centre near 0; some compounds called inactive have numbers as strong as hits; reference of the scale not given here
MOR-DOR inv ag – mu-delta opioid heterodimer inverse agonism. P35372+P41143. cell-based MOR-DOR heterodimer luminescence. inhibition, % at 9.3 µM. 0.21% of 340,000 active; in the data active = inhibition above about 22%, passing the limit was not always enough;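 also: 0% = cells with DMSO and 100% = wells without cells with DMSO; values of inactives mirror those of a sister screen read the other way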
HTR5A inv ctr – inverse agonist of human HTR5A in OPRM1-OPRD1 counter-screen. HTR5A cell line, luminescence, inverse agonism. inhibition, % at 9.3 µM. 0.083% of 340,000 active. AID 504634; in the data active = inhibition mostly above about 23%, no sharp cut-off; inactive = mostly below about 18%;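 also: 0% = cells with DMSO and 100% = no-cell wells with DMSO; some compounds called inactive have numbers as strong as hits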
Cardiac RTF inh – cardiac RTF calcium desensitization; AID 493244; 0.12% of 340,000 active; P19429+P45379; inhibition, % at 7.15 µM; IANBD-labeled cardiac RTF, Ca2+ fluorescence;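 active = inhibition above the mean inhibition of all tested compounds plus 3 SD, cut at about 17% in these data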;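 also: assay run at fixed EC70 calcium of 1.6 mM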
LANA DNA inh – inhibitors of KSHV LANA C-terminal domain DNA binding; 0.078% of 340,000 active; MBP-C-LANA/FAM-LBS DNA binding, fluorescence polarization; inhibition, % at 9 µM; AID 504423;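 active = highest replicate inhibition at or above 60% at 9 µM, even if other replicates fall short; inactive = all replicates below 60% inhibition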;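 also: 0% = neutral control wells and 100% = 4 µM acridine orange control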
Keap1 Nrf2 FP – inhibitors of human Keap1-Nrf2 protein-protein interaction. Q14145. Keap1 Kelch-Nrf2 peptide fluorescence polarization, 1536-well. inhibition, % at 9.4 µM. 0.15% of 340,000 active; in the data active = inhibition above about 12%;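 also: human Keap1 Kelch domain with fluorescein labeled Nrf2 9mer peptide probe; 0% = neutral control wells and 100% = peptide positive control; higher means more block of Keap1 binding to Nrf2 peptide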
Target sequence (Q14145 whole entry, looked up, the tested form may be a part): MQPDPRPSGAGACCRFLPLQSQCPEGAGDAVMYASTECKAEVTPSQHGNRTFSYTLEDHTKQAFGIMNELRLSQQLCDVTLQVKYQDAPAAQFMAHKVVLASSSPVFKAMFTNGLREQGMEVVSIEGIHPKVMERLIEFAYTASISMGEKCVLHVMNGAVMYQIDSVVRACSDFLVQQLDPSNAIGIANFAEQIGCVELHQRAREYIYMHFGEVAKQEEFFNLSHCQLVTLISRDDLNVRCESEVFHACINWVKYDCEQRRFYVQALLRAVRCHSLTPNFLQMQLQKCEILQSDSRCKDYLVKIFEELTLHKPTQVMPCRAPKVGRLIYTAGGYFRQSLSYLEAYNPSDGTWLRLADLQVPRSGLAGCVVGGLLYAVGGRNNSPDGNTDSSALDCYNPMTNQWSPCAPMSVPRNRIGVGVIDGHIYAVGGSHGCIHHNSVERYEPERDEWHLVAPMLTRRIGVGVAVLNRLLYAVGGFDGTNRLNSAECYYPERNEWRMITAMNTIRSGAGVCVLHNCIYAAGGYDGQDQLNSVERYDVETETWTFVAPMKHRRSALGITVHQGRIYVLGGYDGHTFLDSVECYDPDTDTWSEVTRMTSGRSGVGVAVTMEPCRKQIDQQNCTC
OPRM1-OPRD1 ag – agonists of human mu-delta opioid receptor heterodimerization; activation, % at 9.3 µM; AID 504326; 0.3% of 340,000 active; cells, OPRM1-OPRD1 heterodimerization, luminescence; P35372+P41143; in the data active = activation above about 18%;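 also: 0% = vehicle-treated cells and 100% = reference agonist; values of inactives mirror those of a sister screen read the other way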
An asterisk follows results filed as active; x = no result given.

SMILES | HTR5A ag | CAL-PDZ inh HTS | cardiac RTF act | V-ATPase pHluor | MOR-DOR inv ag | HTR5A inv ctr | Cardiac RTF inh | LANA DNA inh | Keap1 Nrf2 FP | OPRM1-OPRD1 ag
O=c1c2ccccc2oc2cc(NCCCn3ccnc3)ccc12 | -1 | -5 | -1 | -3 | 9 | -15 | 6 | 0.3 | -1 | -1.5
CCC1CN(C(=O)NCc2ccccc2)c2ccccc2O1 (configuration not stated) | 1 | 0 | 2 | -3 | 6 | -4 | -1 | -3.2 | 6 | -1.4
O=C(c1ccccc1)C1CCN(C(=O)C2CCC(=O)N(Cc3ccccc3F)C2)CC1 (configuration not stated) | -1 | -5 | -2 | 1 | 9 | 3 | -5 | 1.0 | 3 | -1.8
COc1ccc(C2(O)CN(c3ccc(C)cc3)C3=[N+]2CCCC3)cc1 (configuration not stated) | -1 | -2 | 3 | 0 | 6 | -1 | -1 | -0.5 | 3 | -1.2
CCOc1ccc(OCC)c(NC(=O)C2CCCN(C(=O)c3ccc(Cl)cc3)C2)c1 (configuration not stated) | 3 | -6 | -1 | 0 | 13 | -8 | -1 | -0.9 | -3 | -3.5
COCC(=O)Nc1cc(C(=O)NCC(C)C)ccc1Cl | 9 | -1 | -3 | -2 | 19 | -25 | 1 | 2.7 | -3 | -3.1
CCCC(=O)Nc1nnc(/C=C/c2ccccc2)s1 | x | 4 | -4 | -2 | x | x | 0 | 0.9 | -2 | x
Cc1ccc(CSc2ncnc3ccccc23)cc1 | -14 | -2 | 3 | 0 | -8 | -29 | 16 | -1.4 | -3 | 1.7
CCCCNc1c(-c2ccc(OC)c(SC(C)CC)c2)nc2cnccn12 (configuration not stated) | 13 | -5 | 8 | -6 | -41 | -37 | -5 | 2.3 | -5 | 7.1
O=C(NC(=S)NNC(=O)c1cccs1)c1ccccc1 | -1 | -4 | 1 | 2 | 14 | -16 | -1 | 0.4 | 2 | -2.5
C=CCn1c(SCC(=O)Nc2ccc(OC)cc2)nc2c([nH]c3ccccc32)c1=O | -6 | -3 | 4 | -1 | 25 | 14 | 10 | 0.6 | -5 | -4.9
COc1cc(Cl)ccc1OCc1cc(C(=O)N(C)CCc2c(C)n[nH]c2C)no1 | -5 | -5 | 0 | -2 | 3 | 0 | -7 | 0.6 | 0 | -0.5
CCOC(=O)c1nnn(-c2nonc2N)c1-c1ccc(OC)cc1 | -1 | -4 | 0 | 5 | 5 | 3 | 1 | -0.5 | -3 | -1.0
CC1(C)C2CCC1(CS(=O)(=O)N1CCC(C(=O)O)CC1)C(=O)C2 (configuration not stated) | 3 | -3 | -3 | -1 | 12 | -9 | 4 | 1.4 | -1 | -2.2
Cc1ccc(OCC(=O)NCCO)c(Br)c1 | -1 | 4 | -2 | 3 | -8 | -8 | -12 | 0.0 | -3 | 1.7
N#Cc1ccc(N2C(=O)[C@@H]3C(C(=O)c4ccc5ccccc5n4)=NN[C@@H]3C2=O)cc1 | -5 | 0 | 6 | 2 | 15 | 17 | -18 | 2.3 | -11 | -2.9
COc1ccc(C(C#N)N2CCOCC2)cc1 (configuration not stated) | -3 | -5 | 2 | -3 | 2 | 20 | -10 | -0.1 | -1 | -0.4
CCOC(=O)CNC(=S)N(CCCN1CCCC1)Cc1cccs1 | 0 | -1 | 0 | 4 | 9 | 2 | -17 | -0.3 | -4 | -1.3
Nc1nc(COC(=O)C2CC(=O)N(CCc3ccccc3)C2)nc(Nc2ccccc2)n1 (configuration not stated) | 2 | -1 | 3 | -1 | 12 | -5 | -4 | 0.2 | 0 | -2.9
COc1ccc(S(=O)(=O)N2CCCC(C(=O)NCc3cccnc3)C2)cc1OC (configuration not stated) | -3 | -3 | 4 | -1 | 8 | 8 | -2 | -2.1 | 2 | -1.6
O=C1C2C3C=CC(C3)C2C(=O)N1c1cccc2ccccc12 (configuration not stated) | 0 | -3 | 1 | -4 | 16 | 0 | -14 | -0.3 | 4 | -3.6
COC(=O)C(Cc1cnc[nH]1)NC(=O)C1CCC(=O)N1 (configuration not stated) | 2 | -2 | 0 | 0 | 15 | -4 | -7 | -1.1 | 3 | -2.9
CCCCC1CCC(C(=O)N(CCOC)c2c(N)n(CC(C)C)c(=O)[nH]c2=O)CC1 (configuration not stated) | 1 | 62* | -1 | -1 | 3 | 2 | -5 | -0.4 | -1 | -0.9
CCC(=O)Nc1ccc2nc(C3CC3)n(Cc3ccccc3)c(=O)c2c1 | -1 | 0 | 1 | 0 | 19 | 12 | -3 | -0.8 | -4 | -3.7
COCCNC(=O)c1ccc(CS(=O)(=O)c2ccc(C)cc2)o1 | -1 | -13 | 4 | -4 | -1 | 2 | -9 | 0.5 | 5 | 0.3

Complete entries, looked up by structure. Values in the order: HTR5A ag	CAL-PDZ inh HTS	cardiac RTF act	V-ATPase pHluor	MOR-DOR inv ag	HTR5A inv ctr	Cardiac RTF inh	LANA DNA inh	Keap1 Nrf2 FP	OPRM1-OPRD1 ag
`CCOC(=O)CNC(=S)N(CCCN1CCCC1)Cc1cccs1` is entered as 0	-1	0	4	9	2	-17	-0.3	-4	-1.3
`O=c1c2ccccc2oc2cc(NCCCn3ccnc3)ccc12` is entered as -1	-5	-1	-3	9	-15	6	0.3	-1	-1.5

Later entries.
SMILES | HTR5A ag | CAL-PDZ inh HTS | cardiac RTF act | V-ATPase pHluor | MOR-DOR inv ag | HTR5A inv ctr | Cardiac RTF inh | LANA DNA inh | Keap1 Nrf2 FP | OPRM1-OPRD1 ag
CCOc1ccc(C(=O)Nc2cccc(-c3ccc4nncn4n3)c2)cc1 | 7 | 1 | 0 | -59 | 13 | 15 | 1 | -0.5 | 0 | -2.4
Cc1cccc(C(=O)NNC(=O)c2ccc(NC(=O)C(C)(C)C)cc2)c1 | 2 | x | 7 | 0 | -12 | -16 | -6 | -0.4 | -2 | 2.3
Cc1ccc(CSc2nnc(SCC(=O)N/N=C/c3ccccc3OCC(=O)O)s2)cc1 | 3 | -6 | 18 | 12 | -3 | 6 | -9 | 0.8 | -7 | 0.5
COc1cccc(C(=O)Nc2nnc(-c3cccs3)s2)c1 | 1 | -5 | 1 | -2 | -17 | -6 | -9 | 0.0 | 2 | 2.9
Cn1nc(C(=O)Nc2ccc3c(c2)OCCO3)cc1C(=O)O | -3 | -5 | 5 | -1 | 16 | 7 | 0 | 1.7 | -5 | -3.3
CCOc1ccccc1Cn1c(=O)sc2ccccc21 | 5 | -2 | -8 | 2 | -10 | 4 | 3 | -0.2 | 1 | 2.0
Cc1cc(C(=O)OCC(=O)N2CC(=O)Nc3ccccc32)no1 | 0 | -5 | 2 | -1 | 2 | -5 | -1 | 0.3 | 4 | -0.3
O=C(Nc1cccc(S(=O)(=O)Nc2ccccc2Cl)c1)c1ccc(N2CCCC2)c([N+](=O)[O-])c1 | 0 | -3 | -1 | 0 | 1 | 16 | 4 | 0.8 | -4 | -0.2
Cc1cccc(N2C(=O)CC(SC(N)=Nc3ccccc3)C2=O)c1 (configuration not stated) | 1 | x | -3 | 4 | 10 | 3 | 1 | -0.1 | 5 | -1.9
CC(C)(C)c1cccc(C2(O)C(=O)c3ccccc3C2=O)c1O | 1 | 6 | 5 | 2 | 4 | -8 | 2 | 0.3 | -2 | -0.8
COc1ccc(/C=C/c2nc(-c3ccccc3O)n(-c3ccccc3)n2)cc1 | 1 | -2 | 2 | -6 | -21 | -3 | -1 | 1.5 | 1 | 4.0
O=C(O)CSc1nnc(-c2ccco2)o1 | -2 | 0 | 13 | 13 | 1 | -2 | -3 | -0.5 | -3 | -0.2
CC(Oc1ccccc1)C(=O)Nc1nnc(S(=O)(=O)N(C)c2ccccc2)s1 (configuration not stated) | 0 | -4 | -1 | -5 | 8 | 0 | -5 | 0.7 | -2 | -1.6
COc1ccc(OC)c(S(=O)(=O)N2CCN(c3ncccn3)CC2)c1 | -2 | -6 | 0 | -1 | 22 | 5 | -3 | 2.6 | 0 | -4.8
CCCOC(=O)Nc1nc(-c2ccc(C)cc2)c(C)s1 | -1 | -1 | -5 | 2 | -8 | 35 | 6 | -0.7 | -2 | 1.6
O=C(CCCc1c[nH]c2ccccc12)NCCc1c[nH]c2ccccc12 | 2 | 5 | -4 | -1 | -11 | -9 | -10 | 0.1 | 1 | 1.3
COc1ccc2c(c1)C(C)(CCN)C(=O)N2C (configuration not stated) | -1 | -3 | -2 | -2 | 15 | -3 | -6 | 1.4 | 0 | -2.8
CC1CN(S(=O)(=O)N2CCOCC2)CCN1S(=O)(=O)N1CCOCC1 (configuration not stated) | 2 | 4 | -3 | -2 | 14 | 14 | -1 | -1.0 | 1 | -2.7
COc1ccccc1NC(=O)CSc1nc(=O)n(CCN2CCOCC2)c2c1CCC2 | 5 | -3 | 4 | 0 | 9 | -12 | -7 | 0.9 | -6 | -1.6
CCOc1ccc2cc(C3CC(c4ccco4)=NN3S(C)(=O)=O)c(Cl)nc2c1 (configuration not stated) | 2 | -5 | -2 | -1 | 2 | -8 | 4 | -1.7 | 0 | -0.4
Cc1ccc(S(=O)(=O)N2CCCCC2CCNC(=O)C(=O)NCc2cccnc2)cc1 (configuration not stated) | 1 | 0 | -4 | 3 | 4 | -21 | -11 | -0.3 | -5 | -0.6
O=C(CCC1CCCCC1=O)c1ccccc1 (configuration not stated) | -1 | 0 | 7 | 0 | 6 | 23 | 0 | 1.2 | 1 | -1.0
COc1ccc(CCNC(=O)CSc2nc(=O)n3cccc(C)c3n2)cc1OC | 2 | 23 | 11 | 1 | 9 | 16 | -2 | -1.1 | -2 | -1.9
Cc1c(Cc2ccccc2)c(=O)oc2c(C)c(OCc3nn[nH]n3)ccc12 | -1 | -1 | 3 | 0 | 8 | 13 | -4 | -0.3 | 6 | -2.0
Cc1ccc(NC(=S)N(C)C)cc1C | x | 2 | x | 0 | x | x | x | 0.3 | -2 | x

Three entries already listed, sorted by the number in V-ATPase pHluor, lowest first.
Compound | CAL-PDZ inh HTS | V-ATPase pHluor | MOR-DOR inv ag | LANA DNA inh | Keap1 Nrf2 FP | OPRM1-OPRD1 ag
CC1CN(S(=O)(=O)N2CCOCC2)CCN1S(=O)(=O)N1CCOCC1 (configuration not stated) | 4 | -2 | 14 | -1.0 | 1 | -2.7
O=C(CCC1CCCCC1=O)c1ccccc1 (configuration not stated) | 0 | 0 | 6 | 1.2 | 1 | -1.0
CC(C)(C)c1cccc(C2(O)C(=O)c3ccccc3C2=O)c1O | 6 | 2 | 4 | 0.3 | -2 | -0.8

(next part)
SMILES | HTR5A ag | CAL-PDZ inh HTS | cardiac RTF act | V-ATPase pHluor | MOR-DOR inv ag | HTR5A inv ctr | Cardiac RTF inh | LANA DNA inh | Keap1 Nrf2 FP | OPRM1-OPRD1 ag
Cc1nnc(SCC(=O)NC2CCCCCC2)n1N | 4 | 1 | 5 | -4 | 18 | 1 | -5 | -0.5 | -7 | -4.7
Cc1cccc(OC(=O)c2ccc3nccnc3c2)c1 | 9.4* | -2 | 3 | 14 | -6 | -14 | -7 | -10.0 | 5 | 1.1
Cc1ccccc1-n1ncc2c1CC(C)(C)CC2NC(=O)C1CCC1 (configuration not stated) | -5 | -3 | 2 | -5 | 14 | 12 | 1 | 0.4 | 2 | -2.7
Nc1ncncc1-c1ccc2ccccc2c1 | 2 | -3 | -1 | -2 | 18 | -8 | -2 | 0.8 | -4 | -3.5
CCOC(=O)N1C(=O)C2(CCCCC2)N(c2ccccc2Cl)C1=S | 8 | 2 | -3 | 3 | -15 | -65 | -1 | 1.8 | -1 | 2.9
CCCN1C(=O)c2cc(C(=O)Nc3ccccc3C)ccc2C1Nc1ccccc1C (configuration not stated) | 9 | -4 | 8 | -5 | 1 | -27 | -6 | -0.7 | 0 | -0.2
